Compound activity: PubChem, Sanford-Burnham Center for Chemical Genomics
HKDC1 inh: blocks human hexokinase HKDC1 activity | 0.16% of 340,000 active | inhibition, % at 20 µM | AID 493160 | recombinant HKDC1, G6PDH/diaphorase resazurin coupled fluorescence | Q2TB90;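 active means inhibition above about 35% when tested at 20 µM, limit read from the data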;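 further: plate controls were DMSO wells with enzyme for no effect and DMSO wells lacking enzyme for full effect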
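Assay system: in-house recombinant HK5 (HKDC1) enzyme. Input: HKDC1 at 5 µg/mL. Medium: Tris pH 8.0 buffer with MgCl2, Tween-20, BSA, BME. Dosing: single 20 µM dose. Schedule: 90 min reaction incubation at room temperature, dark. Signal: resazurin-to-resorufin fluorescence via G6PDH and diaphorase coupling, 525/613 nm. Controls: DMSO-enzyme wells negative, buffer-substituted wells positive.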
SENP8 block: blocks the human protease SENP8. Q96LD8. purified SENP8, Z-RLRGG-aminoluciferin cleavage, luminescence. inhibition, % at 10 µM. 1.2% of 330,000 active
Target sequence (Q96LD8 whole entry, looked up): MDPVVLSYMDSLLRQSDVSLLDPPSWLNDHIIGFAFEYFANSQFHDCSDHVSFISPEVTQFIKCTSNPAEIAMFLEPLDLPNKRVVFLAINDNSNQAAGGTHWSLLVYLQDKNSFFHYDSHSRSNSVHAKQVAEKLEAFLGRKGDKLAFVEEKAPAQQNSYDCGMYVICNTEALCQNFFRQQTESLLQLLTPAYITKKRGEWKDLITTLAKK
SENP7 block: inhibitors of human SENP7 protease; inhibition, % at 5 µM; 1.5% of 330,000 active; recombinant SENP7, Z-RLRGG-aminoluciferin luminescence, 40 min; AID 434973;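 active means inhibition above about 50% at the single test dose, limit read from the data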;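 further: plate controls were DMSO with enzyme for no effect and no enzyme buffer wells for full effect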
Target sequence (Q9BQF6 706-1050 limits assumed): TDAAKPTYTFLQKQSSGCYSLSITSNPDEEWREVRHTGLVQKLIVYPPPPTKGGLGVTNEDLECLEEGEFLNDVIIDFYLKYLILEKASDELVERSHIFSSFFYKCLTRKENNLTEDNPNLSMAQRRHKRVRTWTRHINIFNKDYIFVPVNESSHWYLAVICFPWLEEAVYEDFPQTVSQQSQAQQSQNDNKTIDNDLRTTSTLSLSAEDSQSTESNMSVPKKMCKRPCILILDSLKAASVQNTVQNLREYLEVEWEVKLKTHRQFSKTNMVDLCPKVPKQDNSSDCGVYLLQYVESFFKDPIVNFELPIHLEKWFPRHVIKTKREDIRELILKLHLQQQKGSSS
Apaf1 inhib: human Apaf-1 inhibition; reconstituted apoptosome caspase-3 activity, DEVD-Rh110 fluorescence; inhibition, % at 20 µM; 0.71% of 330,000 active; O14727; active means inhibition of at least 40% at 20 µM;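 further: plate controls were DMSO wells for no effect and DEVD-CHO caspase inhibitor wells for full effect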
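Assay system: Apoptosome proteins | Medium: pH 7.5 Hepes buffer with CHAPS, BSA, DTT | Also added: Cytochrome c and DEVD-Rh110 substrate | Times: 30 min plus 50 min, RT | Detection: Rhodamine 110 fluorescence at Ex 480/Em 540 nm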
697 NFkB inh: lowers PMA/ionomycin-induced NF-kB signal in 697 B cells; 0.33% of 330,000 active; 697 B-cell NF-kB luciferase reporter, 16 h; inhibition, % at 4 µM; in the data active means inhibition above about 35%
UBC13 inh: human UBC13 polyubiquitination inhibition | P61088 | UBC13 polyubiquitin chain formation, TR-FRET | inhibition, % at 20 µM | 0.47% of 330,000 active; in the data active means inhibition above about 45%, passing the limit was not always enough
Target sequence (P61088 whole entry, looked up): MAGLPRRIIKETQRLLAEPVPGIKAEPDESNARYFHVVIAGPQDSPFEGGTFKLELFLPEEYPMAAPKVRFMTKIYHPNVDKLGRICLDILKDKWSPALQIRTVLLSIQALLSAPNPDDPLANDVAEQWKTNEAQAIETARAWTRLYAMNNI
Jurkat NFkB inh: lowers PMA/ionomycin-induced NF-kB signal in Jurkat cells; PMA/ionomycin-induced NF-kB luciferase reporter, luminescence; inhibition, % at 4 µM; 0.53% of 330,000 active; AID 435003
Gli-Sufu block: blocks Gli-Sufu signaling in a luciferase reporter; Sufu-KO-LIGHT fibroblasts, Gli luciferase reporter luminescence; inhibition, % at 5 µM; 0.74% of 340,000 active;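 active means inhibition above about 55%, limit read from the data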;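 further: 0% = DMSO-treated cells and 100% = wells with medium but no cells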
The depositor's hits bear a star; / = not tested or not shown. Unless noted, no stated cut-off is given here; in the data, active means inhibition above about 50%; inactive means the rest.

The first 14 compounds, to show the layout:
SMILES	HKDC1 inh	SENP8 block	SENP7 block	Apaf1 inhib	697 NFkB inh	UBC13 inh	Jurkat NFkB inh	Gli-Sufu block
CCOc1ccc(-c2c(=O)n(OCc3ccc([N+](=O)[O-])cc3)c3ccccc3[n+]2[O-])c(OCC)c1	-5	-8	-4	-5	-14	-6	-21	7
CCCS(=O)(=O)N1CCN(S(=O)(=O)c2ccc(F)cc2)CC1	2	2	3	-3	4	3	9	5
CCN(C(=O)c1cn(C)c(=O)c2cc(OC)c(OC)cc12)c1cc(OC)ccc1OC	-4	-1	0	-3	15	-4	8	3
Cc1ccc(C(=O)CSc2nc(C(C)C)nc3ccccc23)cc1	-5	2	5	26	-23	19	0	-2
CC1(C)CC(=O)C(C=NCCc2ccccn2)=C(O)C1	-10	2	1	-27	3	-7	14	1
Cc1sc2ncnc(N3CCC(C(=O)NNC(=O)COc4ccccc4F)CC3)c2c1C	-1	-7	-4	4	5	1	-3	-3
CCOC(=O)C[C@H]1c2ccc(C(F)(F)F)cc2S(=O)(=O)N1C1CCCC1	4	-2	-2	-1	14	7	19	9
Cc1cc(-c2n[nH]c(=S)n2/N=C/C(Cl)=C/c2ccccc2)n[nH]1	21	3	-1	3	-50	4	0	-4
Cc1oc2c(O)c(O)ccc2c(=O)c1-c1ccc(Cl)cc1	9	-1	-11	10	-48	-10	6	-4
O=C(O)c1cc(-c2ccco2)nn1-c1cccc(Cl)c1	4	1	4	10	-9	-6	-9	-4
Nn1c(SCC(=O)NC2CCCc3ccccc32)nnc1C1CC1 (stereo not given)	7	-11	-6	4	9	-12	0	6
COc1cccc(OC)c1C(=O)Nc1cc2c(cc1N1CCOCC1)n(C)c(=O)n2C	-5	4	16	-12	-14	-3	-11	-3
CCO/N=C(\C)c1c(O)cc(C(C)C)n(-c2ccccc2)c1=O	-10	-9	-2	0	8	-14	8	-10
OCCCNc1nc(-c2ccccc2)c2cc(Br)ccc2n1	13	4	-10	19	-29	7	-6	-1

This part in full, previewed entries included:
SMILES	HKDC1 inh	SENP8 block	SENP7 block	Apaf1 inhib	697 NFkB inh	UBC13 inh	Jurkat NFkB inh	Gli-Sufu block
CCOc1ccc(-c2c(=O)n(OCc3ccc([N+](=O)[O-])cc3)c3ccccc3[n+]2[O-])c(OCC)c1	-5	-8	-4	-5	-14	-6	-21	7
CCCS(=O)(=O)N1CCN(S(=O)(=O)c2ccc(F)cc2)CC1	2	2	3	-3	4	3	9	5
CCN(C(=O)c1cn(C)c(=O)c2cc(OC)c(OC)cc12)c1cc(OC)ccc1OC	-4	-1	0	-3	15	-4	8	3
Cc1ccc(C(=O)CSc2nc(C(C)C)nc3ccccc23)cc1	-5	2	5	26	-23	19	0	-2
CC1(C)CC(=O)C(C=NCCc2ccccn2)=C(O)C1	-10	2	1	-27	3	-7	14	1
Cc1sc2ncnc(N3CCC(C(=O)NNC(=O)COc4ccccc4F)CC3)c2c1C	-1	-7	-4	4	5	1	-3	-3
CCOC(=O)C[C@H]1c2ccc(C(F)(F)F)cc2S(=O)(=O)N1C1CCCC1	4	-2	-2	-1	14	7	19	9
Cc1cc(-c2n[nH]c(=S)n2/N=C/C(Cl)=C/c2ccccc2)n[nH]1	21	3	-1	3	-50	4	0	-4
Cc1oc2c(O)c(O)ccc2c(=O)c1-c1ccc(Cl)cc1	9	-1	-11	10	-48	-10	6	-4
O=C(O)c1cc(-c2ccco2)nn1-c1cccc(Cl)c1	4	1	4	10	-9	-6	-9	-4
Nn1c(SCC(=O)NC2CCCc3ccccc32)nnc1C1CC1 (stereo not given)	7	-11	-6	4	9	-12	0	6
COc1cccc(OC)c1C(=O)Nc1cc2c(cc1N1CCOCC1)n(C)c(=O)n2C	-5	4	16	-12	-14	-3	-11	-3
CCO/N=C(\C)c1c(O)cc(C(C)C)n(-c2ccccc2)c1=O	-10	-9	-2	0	8	-14	8	-10
OCCCNc1nc(-c2ccccc2)c2cc(Br)ccc2n1	13	4	-10	19	-29	7	-6	-1
CCOc1ccc(-c2n[nH]c(=S)n2/N=C/c2cc3c(cc2[N+](=O)[O-])OCO3)cc1	-7	3	14	5	7	-16	13	-32
O=C(Nc1ccccc1F)C1CCN(C(=O)NC2CCCCC2)CC1	0	-8	-9	4	1	-3	0	-9
O=C(Nc1nc2ccc(S(=O)(=O)N3CCCCC3)cc2s1)C1CCCO1 (stereo not given)	4	0	4	4	-21	10	-2	-19
Cc1ccc(C)c(NC(=O)CN2C(=O)NC(CCc3ccccc3)C2=O)c1 (stereo not given)	-6	8	-1	1	10	7	12	-3
COc1ccc(C)cc1S(=O)(=O)N(C)CC(=O)NCc1ccco1	0	3	4	2	-3	-7	2	-4
O=C(Nc1cc2c3c(c1)CC(=O)N3CCC2)c1ccccc1C(F)(F)F	-3	-4	-3	1	5	1	1	-4
O=C1NC(=S)N/C1=C/c1cccc([N+](=O)[O-])c1	1	-9	1	0	7	-3	0	-1
COc1ccc(C2C(C(=O)Nc3cccc(C)n3)c3ccccc3C(=O)N2C)cc1 (stereo not given)	-3	-12	1	3	-6	-5	-12	8
Cc1cccc(NC(=O)CSc2ccc(-c3ccc4c(c3)OCO4)nn2)c1C	-9	2	3	-4	18	8	9	-5
Cc1ccc(C(=O)Nc2cccc(C(F)(F)F)c2)cc1Nc1ncnc2nc[nH]c12	/	-3	5	1	29	0	7	/
CCN(CC)CCCN1C=C2C(=O)C(C)(OC(=O)C3CCCC3)C(=O)C=C2C=C1c1ccsc1 (stereo not given)	17	-2	9	30	11	-90	-13	9
O=C(N/C(=C/c1cccc([N+](=O)[O-])c1)C(=O)N1CCOCC1)c1ccc(Br)cc1	2	-14	-3	4	-4	-10	-4	10
CC(C)(C)c1ccc(/C=C/C(=O)N2CCc3ccccc3C2)cc1	3	-13	-5	22	-6	-6	-20	0
O=C(NN=C1CCCCCCC1)c1ccccn1	1	1	4	-9	-26	-3	-19	1
CNCc1cc2ccc(C)cc2[nH]c1=O	-10	-9	-7	6	-2	-4	-17	-82
CCN(C(=O)COC(=O)/C=C/c1cccc([N+](=O)[O-])c1)c1ccccc1	-8	7	-9	-10	-3	0	4	-8
COC(=O)C1CCCN1S(=O)(=O)c1ccccc1NC(=O)c1cc(OC)c(OC)c(OC)c1 (stereo not given)	-2	-6	0	-2	4	1	10	12
O=C(CSc1nc2ccsc2c(=O)n1Cc1ccc(C(=O)O)cc1)NCc1ccco1	-7	-1	6	-4	-16	61*	5	29
CCC(C)n1c(NC(=O)c2ccccc2)c(C#N)c2nc3ccccc3nc21 (stereo not given)	13	66*	44	93*	14	-41	1	8
COc1ccc(CCNC(=O)[C@@H](NC(N)=O)C(C)C)cc1	-12	-5	1	5	-7	4	2	-3
O=C(CNC(=O)c1ccc(OC(F)F)cc1)NCC1(N2CCOCC2)CCCCC1	-7	-5	5	-5	12	12	9	0
CCOC(=O)Nc1nc(-c2ccccc2)c(C(=O)c2ccccc2)s1	-4	-4	-2	9	-7	-1	51*	49
CCOC(=O)N1CCN(C(=O)c2cnn(-c3ccccc3)c2NC(=O)c2ccccc2F)CC1	0	1	2	-19	22	2	3	7
C=CCNC(=O)CCCCC(=O)NCC=C	3	1	6	-8	19	8	4	6
C1=C(c2ccco2)N2CCN=C2S1	-5	-5	-11	-1	-65	-8	-7	15
CC(C)(C)OC(=O)C(C)(C)O/N=C(\C(=O)O)c1csc(N)n1	-1	-2	-2	1	14	12	-6	-1
CCN1CCCC1CNC(=O)C(=O)NCCc1ccc(OC)c(OC)c1 (stereo not given)	4	4	-5	0	11	4	7	0
CC(=O)c1[nH]c(C)c(C(=O)N2CCCC(Nc3ccc(C(C)C)cc3)C2)c1C (stereo not given)	2	-7	-11	-2	-21	-9	-7	-37
COc1ccc(NC(=O)Cc2coc3cc(C)ccc23)cc1S(=O)(=O)N1CCOCC1	-4	-3	2	6	-36	-3	-2	-6
COc1cc(OC)c(OC)cc1CNCC1COc2ccccc2O1 (stereo not given)	1	-19	6	-18	-11	-3	-8	16
COc1ccccc1-c1nnc(SCC(=O)N2CCCCC2)o1	0	-13	8	-2	5	1	-23	-12
CCOC(=O)N1CCN(c2ccccc2O)CC1	8	7	1	5	7	-1	2	0
CC1CC(C)CN(S(=O)(=O)c2cccc(C(=O)OCCN3CCCC3=O)c2)C1 (stereo not given)	-5	-5	7	-6	-8	-7	-2	1
O=C(O)CC/C(=N\NC(=O)c1ccccc1)c1cccs1	0	-6	-5	7	9	-19	-10	6
CC(=O)N1N=C(c2cccnc2)OC1c1ccc(C(C)C)cc1 (stereo not given)	-1	-4	-3	-10	-4	6	7	11
O=c1[nH]ncc2c3ccccc3n(Cc3ccccc3F)c12	5	-5	6	10	-1	0	-3	-3
COC(=O)c1n[nH]n(-c2ccc(F)c(Cl)c2)c1=O	2	-12	-1	-12	4	4	-3	0
COC(=O)CNc1nc(Cl)nc(Nc2ccc(C)cc2)n1	-5	2	8	-3	4	3	7	1
CCN1CCN(c2ccc(S(=O)(=O)N3CCCCC3)cc2N)CC1	7	4	6	-3	1	6	-9	11
Cc1ccccc1CSCC(=O)Nc1ccccc1Br	-1	1	-5	17	-26	-3	-17	-4
Cc1ccc(-c2nc(-c3ccncc3)no2)cc1Cl	6	23	55*	9	-120	-1	-121	-96
O=C(O)c1ccc(S(=O)(=O)N(Cc2ccccc2)C2CCCCC2)cc1	0	1	3	10	-3	1	-18	-2
O=C(COc1ccccc1)Nc1nc2c(s1)CCCC2	-3	-11	0	6	-84	6	-36	-64
O=C1CC(c2ccccc2)c2ccc(O)cc2O1 (stereo not given)	-6	8	2	4	1	-1	6	-9
CN(C)CCNc1cc(-c2ccncc2)nc2ccccc12	3	1	1	-7	27	13	-17	-6
Cc1[nH]c2ccc(F)cc2c1CCN(Cc1cccnc1)C(=S)Nc1ccc(F)cc1	-8	0	-3	7	3	2	11	19

Filtered by structure: the compounds so far with a tert-butyl group (two)
SMILES	HKDC1 inh	SENP8 block	SENP7 block	Apaf1 inhib	697 NFkB inh	UBC13 inh	Jurkat NFkB inh	Gli-Sufu block
CC(C)(C)c1ccc(/C=C/C(=O)N2CCc3ccccc3C2)cc1	3	-13	-5	22	-6	-6	-20	0
CC(C)(C)OC(=O)C(C)(C)O/N=C(\C(=O)O)c1csc(N)n1	-1	-2	-2	1	14	12	-6	-1

Further structures.
SMILES	HKDC1 inh	SENP8 block	SENP7 block	Apaf1 inhib	697 NFkB inh	UBC13 inh	Jurkat NFkB inh	Gli-Sufu block
Cc1cc(=O)oc2cc(NC(=O)C(C)Oc3ccc(F)cc3)ccc12 (stereo not given)	-1	1	0	6	-1	5	13	-5
COc1ccc(S(=O)(=O)/C(C#N)=C/Nc2cccc(OC)c2)cc1	2	-2	-7	5	12	-4	-5	-2
Cc1ccc(S(=O)(=O)NNC(=S)Nc2ccc(Cl)cc2)cc1	0	-1	-4	-6	-41	-15	-18	13
Cc1cc(C)c(NC(=O)CSCc2nc3sc(C)c(C)c3c(=O)[nH]2)c(Cl)c1	5	-12	-1	21	-14	0	1	-4
COc1ccc(OC)c(C(=O)COC(=O)c2c(OC)cccc2OC)c1	-6	-4	0	1	9	10	10	2
